EPAC2 antag: antagonists of human EPAC2 | Q8WZA2 | AID 720708 | Potency, µM (titrated, usually from 114 µM), inactives show at the highest dose activity, negative = inhibition, hits mostly inhibitors | EPAC2 GEF exchange of Rap1B-BODIPY-GDP, fluorescence | 360,000 compounds, 0.18% hits; also: % is scaled to controls: 0 for no effect and ±100 for the full control effect; nearly all actives have a fitted effect of over 45% in size; many of its hits are not listed in these tables
EPAC1 agonist: agonists of human EPAC1 | Potency, µM (top dose mostly 154 µM), inactives show at the highest dose activation, most hits filed as activators | EPAC1 agonist qHTS, biochemical assay; response scale: 100% = response to 6.5 mM cAMP | 360,000 compounds, 0.073% hits | AID 720707 | O95398; also: nearly all actives have a fitted effect of over 60% in size
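Fluorescent GDP-exchange assay: 100 nM EPAC1 with 250 nM Rap1B preloaded with BODIPY-GDP and 50 uM GDP; compounds tested as concentration series, 5 min at room temperature, then read every 5 min for 30 min (ex 480/em 540 nm); normalized to 6.5 mM cAMP.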
PTHR1 ag: agonists of human PTHR1 parathyroid hormone receptor; Q03431; HEK293 GP2 PTHR1 cells, GloSensor cAMP luminescence, 1 h; Potency, µM (titrated, usually from 115 µM), for the others: top-dose activation, usual class: activators; 410,000 compounds, 0.075% hits; AID 743266; also: nearly all actives have a fitted effect of over 55% in size; some results filed as inactive show a strong effect at the top dose; inactives centre near -15; many of its hits are not listed in these tables
Target sequence (Q03431 whole entry, looked up): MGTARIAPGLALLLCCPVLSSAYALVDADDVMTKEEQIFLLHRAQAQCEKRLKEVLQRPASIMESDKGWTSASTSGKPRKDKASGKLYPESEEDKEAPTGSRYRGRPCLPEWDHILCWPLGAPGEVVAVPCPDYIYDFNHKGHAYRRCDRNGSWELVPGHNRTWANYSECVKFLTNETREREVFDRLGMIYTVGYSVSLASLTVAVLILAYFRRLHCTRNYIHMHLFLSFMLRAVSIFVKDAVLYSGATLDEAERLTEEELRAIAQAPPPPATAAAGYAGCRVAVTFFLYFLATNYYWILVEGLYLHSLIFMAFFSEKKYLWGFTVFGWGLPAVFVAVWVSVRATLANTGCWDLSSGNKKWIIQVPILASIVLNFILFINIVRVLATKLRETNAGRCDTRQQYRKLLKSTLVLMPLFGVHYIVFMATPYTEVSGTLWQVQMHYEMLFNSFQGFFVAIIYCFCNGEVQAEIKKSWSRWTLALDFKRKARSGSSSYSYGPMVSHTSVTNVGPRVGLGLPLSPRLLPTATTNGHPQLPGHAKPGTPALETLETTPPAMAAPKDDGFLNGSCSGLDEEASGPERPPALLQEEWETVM
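HEK-293-derived GP2 cells expressing PTHR1 and a GloSensor cAMP reporter, 3,000/well, plated overnight, given luciferin plus IBMX (each 0.5 mM as added) for 1 h at 37 °C, then compound for 1 h at 37 °C. Luminescence was read after 15 min at room temperature.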
aSyn yeast inh: inhibitors of alpha-synuclein toxicity in yeast. AID 652106. 370,000 compounds, 0.14% hits. Potency, µM (doses to about 46.1 µM), inactives show at the highest dose growth rescue (activation), usual class: activators. Yeast expressing alpha-synuclein, growth rescue, BacTiter-Glo, 24 h; also: % of control where 0% means no effect; nearly all actives have a fitted effect of over 65% in size
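Readout is rescue of growth in alpha-synuclein-expressing yeast, so inhibitors of toxicity appear as activators. Growth after 24 hr at 30 deg C in galactose medium is quantified by luminescence.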
EPAC1 antagonist: EPAC1 (human) antagonism; O95398; EPAC1 GEF assay, Rap1b-BODIPY-GDP exchange fluorescence; Potency, µM (series often up to 115 µM), for inactives: at the highest dose activity change, negative = inhibition, hits mostly inhibitors; 360,000 compounds, 0.14% hits;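 also: plate controls were vehicle for no effect and positive control for full effect; nearly all actives have a fitted effect of over 50% in size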
FUS suppressor: suppressors of FUS proteinopathy in yeast | S. cerevisiae FUS-expressing, growth rescue, OD600, 24 h | Potency, µM (titrated, usually from 76.6 µM), for the others: at the highest dose growth rescue (activation), hits mostly activators | 390,000 compounds, 0.24% hits;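 also: plate controls were DMSO vehicle for no effect and reference control for full effect; nearly all actives have a fitted effect of over 55% in size; some results filed as inactive show a strong effect at the top dose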
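Yeast FUS proteinopathy model; galactose-induced FUS (2%), starting OD 0.005. Cpds in dilution series, 24hr, 30C, 99% humidity. Abs 600 nm growth. Pos ctrl CP55940 (top 92uM final); neg ctrl DMSO.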
TDP43 rescue: inhibitors of TDP-43 toxicity in yeast. TDP-43 expressing yeast growth rescue, BacTiter-Glo, 24 h. Potency, µM (doses to about 46.1 µM), inactives show top-dose growth rescue (activation), usual class: activators. 410,000 compounds, 1.8% hits; also: % of control where 0% means no effect; nearly all actives have a fitted effect of over 50% in size
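Luminescence from BacTiter-Glo reports growth of TDP-43-expressing yeast after 24 hr at 30 deg C with compound. Cells were raffinose-pregrown to mid-log, then seeded in galactose medium at OD600=0.02.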
EPAC2 ag: activates human EPAC2 exchange factor. Q8WZA2. EPAC2 activation, biochemical qHTS; response scale: 100% = 6.5 mM cAMP response. Potency, µM (doses to about 154 µM), for inactives: top-dose activation, actives largely listed as activators. 360,000 compounds, 0.079% hits; also: nearly all actives have a fitted effect of over 50% in size
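qHTS, titration series. 100 nM EPAC2 / 250 nM Rap1B-BODIPY-GDP / 50 uM GDP; RT; ex 480/em 540 nm, 5-min reads to 30 min. Norm. to 6.5 mM cAMP = activation.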
* = called active by the depositor; i = inactive; ? = inconclusive; · = not tested or not shown; [ ] = dose if it differs, or a comment. Calls follow the shape of the dose curve; as a rule, active = well fitted curve in the direction sought with a large enough effect; inconclusive = small, poorly fitted or top-dose-only effect, or another doubt; inactive = no such curve, though single readings can be large; an effect the other way counts as inactive or inconclusive. Potency is read from the fitted curve at half-maximal effect.

SMILES | EPAC2 antag | EPAC1 agonist | PTHR1 ag | aSyn yeast inh | EPAC1 antagonist | FUS suppressor | TDP43 rescue | EPAC2 ag
Cc1cccc(C)c1NC(=O)C1CC2CCC1C2 (configuration not stated) | -6% | 9% | i | -9% | -7% | 18% | -4% | 10%
Cc1nc2c(F)c(F)c(C(F)(F)F)c(F)c2[nH]1 | 4% | -4% | -28% | -30% | 0% | -20% | -53%[inhibitor] | -10%
O=C(NCCc1ccccc1)c1ccccc1NC(=O)C1CCCO1 (configuration not stated) | 0% | -10% | i | -4% | -9% | 4% | -14%[0.397 µM] | 1%
O=C(Cn1ccc(C(F)(F)F)n1)N/N=C/c1cccs1 | 7% | 3% | -14% | 2% | 11% | · | 4% | 4%
CC(=O)Nc1ccc2nc3ccccc3nc2c1 | 5% | 4% | i | 2% | -3% | -8% | 0% | 2%
O=C(c1ccccc1)c1ccc(OCCCN2CCCCC2)cc1 | 15% | 2% | -3%[57.5 µM] | -9% | 12% | 18% | -13% | -1%
CCN(CC)CCCNCC(=O)Nc1cc(C)on1 | 5% | 11% | 10% | 0% | -23% | -40% | 23% | 7%
OCC[C@@H]1C[C@@H](O)[C@H](O)[C@]2(Cc3ccccc3CO2)O1 | 5% | 10% | i | -4% | 2% | -21% | 10% | 8%
O=[N+]([O-])c1cccc(C(=S)N2CCN(c3ccc(F)cc3)CC2)c1 | -6% | 10% | -31%[inhibitor] | -8% | -1% | ? | 29% | 12%
CCOc1ccccc1N=Cc1c(O)c2ccccc2oc1=O | -4% | 12% | -8% | -3% | 8% | -6% | 2% | 15%
CCOc1ccccc1-n1nnnc1SC(C)C(=O)OC (configuration not stated) | -1% | -16% | i | 3% | -7% | 1% | 3% | 22%
CC(=O)CSc1ncnc2sc3c(c12)CCC3 | 0% | 1% | i | ? | 3% | 2% | 25µM* | -1%
COc1ccc(C(=O)NC(=S)NCc2cccnc2)cc1Cl | -5% | 7% | -9% | 4% | -22% | -8% | 14% | 4%
CCOC(=O)C1=C(C)Nc2ccccc2N/C1=N\S(=O)(=O)c1cc(C(=O)O)ccc1Cl | 1% | 10% | -5% | 2% | -7% | 10% | 1% | 1%
COc1ccc(NC(=O)C(OC(=O)Cn2cnc3c2c(=O)n(C)c(=O)n3C)c2ccccc2)cc1Cl (configuration not stated) | -4% | -8% | -21% | 1%[1.84 µM] | 0% | ? | -1% | 1%
O=C(NCC(=O)N(Cc1cccs1)C(C(=O)NC1CCCCC1)c1ccco1)c1ccco1 (configuration not stated) | 0% | 0% | i | 8% | -7% | 16% | -2% | -15%
CCN1C(=O)[C@H]2[C@@H](c3ccc(C)cc3)N3C(=O)N(c4ccc(C)cc4)C(=O)[C@@]3(C)[C@H]2C1=O | 14% | -18% | i | -1% | 13% | -15% | 6% | 5%
CCOC(=O)[C@@H]1[C@H]2COc3ccccc3[C@H]2N2C(=O)N(c3ccccc3)C(=O)[C@]12C | -27% | -16% | -22% | 1% | -29% | 2% | 0% | 5%
O=C(Cc1cccc(NC(=O)C2CCCN(C(=O)C3CCCCC3)C2)c1)Nc1cccc(C(=O)N2CCCC2)c1 (configuration not stated) | -7% | 2% | i | 9% | -12% | 26% | -2% | 3%
CCOC(=O)c1c(NC(=S)Nc2ccccc2C)sc2c1CCC2 | 5% | 6% | -23% | -4% | 7% | -2% | 12% | 6%

Grouped by structure, those above with a thiophene ring, fused or not.
SMILES | EPAC2 antag | EPAC1 agonist | PTHR1 ag | aSyn yeast inh | EPAC1 antagonist | FUS suppressor | TDP43 rescue | EPAC2 ag
O=C(Cn1ccc(C(F)(F)F)n1)N/N=C/c1cccs1 | 7% | 3% | -14% | 2% | 11% | · | 4% | 4%
CC(=O)CSc1ncnc2sc3c(c12)CCC3 | 0% | 1% | i | ? | 3% | 2% | 25µM* | -1%
O=C(NCC(=O)N(Cc1cccs1)C(C(=O)NC1CCCCC1)c1ccco1)c1ccco1 (configuration not stated) | 0% | 0% | i | 8% | -7% | 16% | -2% | -15%
CCOC(=O)c1c(NC(=S)Nc2ccccc2C)sc2c1CCC2 | 5% | 6% | -23% | -4% | 7% | -2% | 12% | 6%

(further entries)
SMILES | EPAC2 antag | EPAC1 agonist | PTHR1 ag | aSyn yeast inh | EPAC1 antagonist | FUS suppressor | TDP43 rescue | EPAC2 ag
COc1ccc(S(=O)(=O)N2CCN(Cc3ccc(Cl)cc3)CC2)cc1 | -9% | 28% | -8%[57.5 µM] | 19% | -12% | -14% | -15% | 21%
Cc1cc(C)nc(SC2CC(=O)N(c3ccc(C)c(C)c3)C2=O)n1 (configuration not stated) | 1% | -9% | i | 2% | 0% | -1% | ? | -6%
O=C(CSc1nc2ccccc2c(=O)n1CCCN1CCOCC1)Nc1ccc2c(c1)OCO2 | 0% | 2% | i | -8% | -12% | 0% | -17% | 2%
O=C(Cc1ccc2c(c1)OCCO2)Nc1cc(C(F)(F)F)ccc1N1CCOCC1 | -3% | -5% | -12% | 11% | -15% | 31% | ? | -4%
COc1ccc(CNC(=O)C2CCN(S(=O)(=O)N3CCCC3)CC2)cc1 | 1% | 10% | i | -3% | 1% | -1% | 4% | 8%
CCOc1ccc(NC(=O)N(C2CCCCCC2)C2CCN(C(C)=O)CC2)cc1 | -2% | 3% | i | 1% | -5% | 1% | -4% | 2%
C=CCNC(=O)CCCC(=O)NCC=C | 2% | 12% | i | 2% | -6% | -10% | 7% | -4%
CCOc1ccc(-n2c(Cc3cc(=O)[nH]c(=O)[nH]3)nnc2SCC(=O)Nc2nnc(C)s2)cc1 | 2% | 8% | -36%[inhibitor] | -8% | 2% | 11% | 7% | 14%
O=C(CSc1nnnn1-c1cccc2c1CCCC2)N1CCOCC1 | 0% | 5% | 14%[57.5 µM] | 12% | 0% | -5% | 4% | 6%
COc1ccc2c(c1)O/C(=C\c1ccccc1C)C2=O | -17% | 10% | i | 1% | -2% | -15% | 12% | 12%
CCCOc1cccc(C(=O)Nc2cccc3ncccc23)c1 | -6% | 1% | -15% | -8% | -14% | 9% | 13% | -2%
CC(CCN1C(N(C)C)=NC[C@@H]1C)c1ccccc1 (some centres not stated) | -6% | 5% | -11% | -4% | -24% | -14% | -6% | 5%
Cc1cccc(C)c1NC(=O)Nc1nc(CN(C)C)cs1 | 4% | 3% | -34% | 0% | -11% | -14% | 18% | -4%
CC(=O)Nc1cccc(-c2csc(C(NC(C)=O)c3ccc(F)c(F)c3)n2)c1 (configuration not stated) | -24% | 6% | i | -2% | -9% | 2% | 29% | 8%
Cc1nc(N2CCC(C)CC2)c2c(C)c(C(=O)Nc3ccc(C)c(F)c3)sc2n1 | -6% | 16% | i | 4% | -2% | 7% | -6%[0.397 µM] | -5%
CCOc1ccc(NC(=O)CN(C)C(=O)c2n[nH]c(=O)c3ccccc23)cc1OCC | 15% | -8% | i | 3% | 12% | 12% | 8% | 6%
Cc1ccc(NC(=O)CCNC(=O)c2ccccc2Cl)cc1S(=O)(=O)N1CCCCCC1 | 2% | 2% | -11% | -6% | -13% | 43% | -16% | 26%
COCCN(C(=O)CNC(=O)c1ccco1)C(C(=O)NC1CCCC1)c1ccc(OC)c(OC)c1 (configuration not stated) | 1% | 7% | i | -8% | -19% | -6% | 5% | 8%
O=C(Nc1nc2c(F)cccc2s1)c1ccc(S(=O)(=O)N2CCCc3ccccc32)cc1 | · | · | -13% | -6% | · | -20% | 6% | ·
COC(=O)CSc1nnc2n(C3CCCCC3)c(=O)c3c4c(sc3n12)CCCC4 | -8% | 10% | 26%[57.5 µM] | 21% | -4% | -1% | -12% | 23%
COc1ccc([N+](=O)[O-])cc1NC(=O)C(C)OC(=O)CSC(C)C(=O)Nc1cc(C)on1 (configuration not stated) | 7% | ? | -10% | 4% | 2% | 9% | -12% | -2%
CC(=O)c1ccc(NC(=O)C2CCCN(c3ncnc4c3nc3n4CCCCC3)C2)cc1 (configuration not stated) | -14% | 3% | -88%[inhibitor] | 13% | -8% | 27% | ? | -2%
Cc1nnsc1S(=O)c1ccccc1Cl (configuration not stated) | 0% | 15% | i | -4% | 1% | -2% | -4% | 7%
CCOC(=O)NN1C(=O)c2ccccc2NC1(C)C | 3% | 6% | 13% | -5% | 17% | -41% | 16% | 11%
COc1cc(Br)cc(C=Nc2cccc(C(F)(F)F)c2)c1O | -4% | 0% | -3% | -7% | 6% | -5% | -15% | -4%

A draw from above in order of formula weight, falling.
SMILES | EPAC2 antag | EPAC1 agonist | PTHR1 ag | aSyn yeast inh | EPAC1 antagonist | FUS suppressor | TDP43 rescue | EPAC2 ag
COCCN(C(=O)CNC(=O)c1ccco1)C(C(=O)NC1CCCC1)c1ccc(OC)c(OC)c1 (configuration not stated) | 1% | 7% | i | -8% | -19% | -6% | 5% | 8%
CCOc1ccc(NC(=O)CN(C)C(=O)c2n[nH]c(=O)c3ccccc23)cc1OCC | 15% | -8% | i | 3% | 12% | 12% | 8% | 6%
O=C(Cc1ccc2c(c1)OCCO2)Nc1cc(C(F)(F)F)ccc1N1CCOCC1 | -3% | -5% | -12% | 11% | -15% | 31% | ? | -4%
CCOC(=O)c1c(NC(=S)Nc2ccccc2C)sc2c1CCC2 | 5% | 6% | -23% | -4% | 7% | -2% | 12% | 6%
OCC[C@@H]1C[C@@H](O)[C@H](O)[C@]2(Cc3ccccc3CO2)O1 | 5% | 10% | i | -4% | 2% | -21% | 10% | 8%
CCOC(=O)NN1C(=O)c2ccccc2NC1(C)C | 3% | 6% | 13% | -5% | 17% | -41% | 16% | 11%
CC(CCN1C(N(C)C)=NC[C@@H]1C)c1ccccc1 (some centres not stated) | -6% | 5% | -11% | -4% | -24% | -14% | -6% | 5%

The list is partial; count on the stated rates, not on these rows.
